bCat nuc transl: alters nuclear translocation of beta-catenin in HeLa cells | nuclear translocation activity, % at 5 µM | AID 1665 | 190,000 compounds, 0.3% hits | immunofluorescence imaging;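 active = nuclear translocation activity above 50% at 5 µM, with a well cell count of 50 or more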;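 also: per-cell ratio of nuclear to cytoplasmic median beta-catenin stain intensity; plate controls were DMSO negative control for no effect and GSK-3 inhibitor IX positive control for full effect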
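Test system: human HeLa cells, endogenous beta-catenin. Times: 24 h compound exposure, 37°C. Measured by: beta-catenin immunofluorescence imaging with DAPI.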
MT stabilize HCS: microtubule stabilization, imaging screen. HeLa tubulin immunostaining HCS, 24 h; share of cells brighter than vehicle mean+2SD. % tubulin-high responders, % at 10 µM. 200,000 compounds, 0.83% hits. AID 2205;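 active = plate Z-score above 3 for both tubulin-high and condensed-nucleus cell shares, with cell loss under 80%, at 10 µM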;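 also: anti alpha tubulin signal scored within the nucleus-defined area of each cell; some results filed as inactive read as strong as hits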
T cell HTS: modulates CD8 T cell binding to vesicles; 330,000 compounds, 0.068% hits; AID 2052; 2C CD8+ T cell-vesicle binding, flow cytometry; active compounds read low; calls only at 7 µM;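 active = response, share of CD8 T cells binding vesicles, and their 90th percentile fluorescence all below set limits, cut at about 80% in these data, passing the limit was not always enough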
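Test system: purified 2C TCR transgenic mouse naive CD8+ T cells. Probe or stimulus: QL9-peptide-loaded Drosophila micro-vesicles bearing Ld, ICAM-1 and B7-1. Incubation: binding step 1.5 h, 37 °C, antibody labelling 20 min, ice. Measured by: flow cytometry of vesicle-bound cells.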
Dynein cargo inh: dynein cargo transport inhibition; z-score, hits read low; 220,000 compounds, 0.47% hits; 3617.4 mouse cells, GR-EGFP nuclear translocation imaging; test concentration mostly 20 µM; stimulated with dexamethasone, 1 µM; active compounds read low; AID 1381;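 active = plate z-score of nuclear minus cytoplasmic receptor signal below a set negative limit, without overly bright fluorescence or cell loss, cut at about -3.5 in these data, passing the limit was not always enough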;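 also: z-score of nuclear minus cytoplasmic ring GR-EGFP intensity difference per well; some compounds called inactive have numbers as strong as hits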
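Medium: Induction medium lacking tetracycline, stripped serum | Probe or stimulus: 1.0 µM final dexamethasone stimulus | Schedule: 48 h induction, then 1 h compound, then 30 min agonist, 37 °C | Signal: Automated 10x imaging of fixed Hoechst-stained cells | Evaluation: Per-cell GR-EGFP intensity, nucleus versus surrounding cytoplasmic ring, well-averaged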
Salmonella PhoP GFP: inhibitors of PhoP regulon expression, primary screen, Salmonella Typhimurium, GFP reporter (AID 1863); S. Typhimurium PhoP-regulated promoter GFP reporter, 4 h; higher % means a stronger effect; inhibition, % at 50 µM, or IC50 in µM where a hit was titrated; 300,000 compounds, 0.16% hits;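 active = inhibition over 29.93%, a cutoff 3 SD above the screen mean, later confirmed by dose response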;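 also: 0% = low Mg2+ inducing control and 100% = high Mg2+ repressing control; strong numbers were not always called active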
CSM14.1 death rescue: protection against thapsigargin-triggered cell killing – 384-well, CSM14.1, ATP luminescence, primary screen (AID 1222) | CSM14.1 thapsigargin-induced death rescue, ATP luminescence; higher % means a stronger effect | cellular ATP content (survival), % at 20 µM; hits with a dose series show EC50 in µM | 190,000 tested, under 10 active;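 active = EC50 below 50 µM in the dose-response confirmation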;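 also: death triggered by thapsigargin at about 15 µM added after 2 h compound pretreatment; cell ATP read after overnight thapsigargin exposure of roughly 18 to 22 hours; normalized against plate controls of thapsigargin alone and 5% DMSO vehicle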
Hep lipid drop: modulators of hepatic lipid droplet formation; AML12 mouse hepatocytes, oleate lipid droplets, BODIPY imaging; inhibition, % at 6.5 µM; 240,000 compounds, 0.4% hits;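 active = lipid droplet intensity inhibited by at least 50%, with more than 500 cells counted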
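Material: mouse AML12 hepatocyte cell line, fixed after treatment; Timing: compound with oleate, overnight; Technique: high-content imaging of BODIPY-stained droplets and DAPI nuclei; Probe or stimulus: oleate, 100 µM final; Dosing: compound at 6.5 µM only.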
Autophagy HCS: alters autophagy in cells | MEF GFP-LC3 puncta imaging; test concentration mostly 10 µM | calls only at 10 µM (by protocol) | 190,000 compounds, 0.98% hits;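 active = percentage of spot-positive cells more than 3 SD above its plate mean, without a fluorescence outlier flag or 80% toxicity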;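 also: spot-positive cell cutoff set from DMSO-treated cells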
Ins promoter up: MIN6 insulin promoter up-regulation; MIN6 insulin promoter-GFP reporter, high-content imaging; active compounds read high; z-score at 5 µM; 190,000 compounds, 0.3% hits; AID 1625;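 active = z-score above 3 at 5 µM with at least 500 cells counted in the well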
Dynein cargo inh cytoplasmic EGFP: also measured in Dynein cargo inh; calls as there; z-score; measured here: cytoplasmic GR-EGFP intensity; active compounds read high
Dynein cargo inh nuclear GR-EGFP: second read-out of Dynein cargo inh, no call of its own (marks repeat the call); z-score; measured here: nuclear GR-EGFP intensity;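 lower value marks the stronger effect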
Dynein cargo inh cell count: further read-out of Dynein cargo inh, marked with its call; z-score; measured here: cell count per field
Ins promoter up cell count: recorded beside Ins promoter up, whose call it bears; cell count; measured here: cytotoxicity, nuclei count;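 total cells summed across four imaged fields per well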
Hep lipid drop cells 6.5 µM: also measured in Hep lipid drop; calls as there; cell count; measured here: cell count, cytotoxicity flag;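 cells counted across two imaged fields per well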
bCat nuc transl cell count 5 µM: second read-out of bCat nuc transl, no call of its own (marks repeat the call); cell count; measured here: cell count, cytotoxicity flag
T cell HTS vesicle-bound %: further read-out of T cell HTS, marked with its call; double positive events, %; measured here: CD8+ vesicle-bound cell fraction;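 binding gate set so that unloaded-vesicle control wells show 10% double positive cells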
MT stabilize HCS Hoechst-high %: recorded beside MT stabilize HCS, whose call it bears; % Hoechst-high responders; measured here: nuclear condensation Hoechst responders;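 share of cells brighter than vehicle mean plus two SD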
MT stabilize HCS cytotoxicity %: further read-out of MT stabilize HCS, marked with its call; toxicity, %; measured here: cytotoxicity by cell density;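 0% = mean cell density of plate MIN control wells and 100% = no cells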
Autophagy HCS cell loss 18 h: second read-out of Autophagy HCS, no call of its own (marks repeat the call); toxicity, %; measured here: cell loss, nuclei count;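 cell loss after 18 h compound exposure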
Numbers without * were called inactive; i = inactive; . = no result given; & = joins results of further samples.

The line under a structure holds: bCat nuc transl | bCat nuc transl cell count 5 µM | MT stabilize HCS | MT stabilize HCS Hoechst-high % | MT stabilize HCS cytotoxicity % | T cell HTS | T cell HTS vesicle-bound % | Dynein cargo inh | Dynein cargo inh cytoplasmic EGFP | Dynein cargo inh nuclear GR-EGFP | Dynein cargo inh cell count | Salmonella PhoP GFP | CSM14.1 death rescue | Hep lipid drop | Hep lipid drop cells 6.5 µM | Autophagy HCS | Autophagy HCS cell loss 18 h | Ins promoter up | Ins promoter up cell count
- COc1ccccc1Nc1nc(C)cs1
 : -0.1&-2.0 | 1382&1442 | 2.2&3.2 | 1.4&1.8 | 7.1&9.1 | i | 30&20 | -0.081&-0.19 | -0.16&-0.24 | 0.14&0.12 | -0.044&0.69 | -4%&8% | -1.9%&-2.1% | . | . | i | -37&-2 | 0.2&0.32 | 1517&1496
- COC(=O)CSc1nc(N)nc(C)c1Br
 : -6.0 | 863 | 3.7 | 1.8 | 8.6 | i | 40 | 1.2 | -0.5 | 0.35 | -0.44 | 1% | -1.7% | . | . | i | 20 | -0.1 | 1149
- O=C(Nc1cccnc1)C1(c2ccccc2)CCCC1
 : 1.4 | 972 | 4.4 | 1.7 | 6.1 | i | 35 | 1.5 | -0.26 | 0.49 | -0.7 | 7% | -3.2% | -2 | 740 | i | 7 | 1.1 | 1187
- COc1ccc(C(=O)NCCN2CCOCC2)cc1OC
 : -0.9 | 1186 | 2.8 | 2.2 | 4.9 | i | 19 | 0.4 | -0.17 | 0.058 | 0.82 | -5% | -1.1% | -5 | 746 | i | -6 | 0.19 | 1223
- COc1ccc(OCCCC(=O)Nc2cc([N+](=O)[O-])ccc2C)cc1
 : 2.1 | 1389 | 1.1 | 1.6 | 10 | i | 67 | 2.1 | -0.16 | 1.9 | -2 | -3% | -0.9% | . | . | i | 11 | -1.6 | 1130
- CSCSC1=C(C#N)C(c2ccccc2Cl)C(C(C)=O)=C(C)N1 (stereo unspecified)
 : -7.5 | 1084 | 2.6 | 1.7 | 10 | i | 18 | -0.31 | -0.37 | 0.24 | 0.61 | 3% | 5.0% | . | . | i | -26 | -0.11 | 1347
- CCc1nc(SCC(=O)NCc2ccco2)c2c3c(sc2n1)CCCC3
 : -0.6 | 1049 | 1.9 | 2.0 | 18 | i | 57 | -0.77 | 0.58 | 0.14 | 0.74 | -13% | -2.6% | 1 | 682 | i | 7 | -0.84 | 1805
- NNC(=S)Nc1ccc(S(=O)(=O)N2CCOCC2)cc1
 : 0.6 | 1158 | . | . | . | i | 22 | 0.65 | -0.23 | 0.18 | -0.87 | -7% | . | -4 | 713 | . | . | 0.49 | 1418
- O=C(NCCOc1nc(N2CCCCC2)nc(N2CCCCC2)n1)Nc1ccccc1
 : -0.4 | 988 | 1.9 | 1.9 | 2.4 | i | 50 | 0.0084 | -0.22 | -0.19 | 0.68 | 0% | 0.0% | -5 | 694 | i | 24 | -0.64 | 1498
- Cc1nc([N+](=O)[O-])c(Br)n1Cc1ccc(Cl)c(Cl)c1
 : 0.5 | 1047 | 3.0 | 1.4 | 5.3 | . | . | -4.2* | 1.8* | -2* | -0.08* | -1% | -1.8% | 2 | 747 | i | -7 | -0.88 | 768
- O=c1cc(-c2ccccc2)c2ccccc2[nH]1
 : -0.2 | 1180 | 2.1 | 2.0 | 8.3 | i | 35 | -0.5 | -0.18 | -0.084 | 1.5 | -12% | -0.1% | . | . | i | 20 | 0.2 | 1029
- Cn1c(=O)n(CCc2ccccc2)c(=O)c2c1ncn2Cc1ccccc1
 : . | . | 5.1 | 2.0 | 5.8 | i | 28 | -0.025 | -0.19 | -0.063 | -1.2 | 0% | -2.9% | 0 | 704 | i | 1 | -2.7 | 1401
- CN1CCN(C(=O)C2=C[C@H](c3csc4ccccc34)C[C@H](OCCCCO)O2)CC1
 : -2.2 | 1083 | 1.9 | 1.5 | 1.5 | i | 29 | 1.3 | -0.083 | 1.2 | -1.7 | -4% | 1.5% | 12 | 715 | i | 26 | 0.08 | 1382
- CCOC(=O)c1cccc(NC(=O)C(C)N2C(=O)c3ccccc3C2=O)c1 (stereo unspecified)
 : 0.6 | 1137 | 5.9 | 4.4 | 4.9 | i | 60 | 1.2 | -0.26 | 0.69 | -1 | -7% | 3.3% | . | . | i | 12 | -0.12 | 1091
- Cc1ccccc1N=Cc1c(O)n(-c2nccs2)c(=O)c2ccccc12
 : -1.2 | 485 | 2.8 | 3.6 | 3.7 | i | 48 | 0.3 | -0.21 | 1 | -0.13 | 3% | -0.8% | 24 | 595 | i | 16 | 0.24 | 1304
- C/C=C/Cn1c(SC)nc2c1c(=O)[nH]c(=O)n2C
 : 1.8 | 1052 | 2.4 | 1.5 | 2.1 | i | 59 | -0.15 | -0.13 | 0.14 | 0.33 | 7% | 1.1% | . | . | i | 12 | . | .
- CCOc1ccc(-c2nnc3ccc(SC(C)C)nn23)cc1
 : -4.2 | 1102 | 3.3 | 1.5 | 9.7 | i | 25 | 0.062 | -0.3 | 0.36 | 0.16 | -9% | 1.8% | 2 | 689 | i | -1 | -0.38 | 1420
- S=C(Nc1ccc(Cl)cc1)c1nc2ccccc2[nH]1
 : 0.1 | 741 | 4.4 | 3.6 | 8.5 | i | 34 | 0.74 | -0.22 | 0.53 | 0.21 | 5% | -2.7% | -2 | 557 | i | -20 | 0.83 | 1096
- CCOC(=O)C(NCCc1ccccc1F)(NC(C)=O)C(F)(F)F (stereo unspecified)
 : -1.9 | 1165 | 5.7 | 2.5 | 7.7 | i | 48 | -0.62 | -0.26 | -0.58 | 0.51 | -30% | 0.4% | 0 | 625 | i | -3 | -0.2 | 1513
- O=C(O)c1cccc(N2C(=O)c3cccc4c(Cl)ccc(c34)C2=O)c1
 : -1.9 | 1058 | 4.0 | 1.4 | 7.3 | i | 56 | -0.1 | -0.33 | -0.27 | -0.86 | -1% | -0.4% | 5 | 639 | i | -2 | -0.09 | 1694
- CCCn1nnnc1NC(=O)COc1ccc(CC)cc1
 : 1.4 | 919 | 3.8 | 3.0 | 7.6 | i | 48 | -1.3 | -0.31 | -1.2 | 1.5 | -12% | -0.5% | -12 | 606 | i | -11 | -0.03 | 1196
- CCCCC(=O)NC(=S)Nc1c(C)cc(Br)cc1C
 : -0.1 | 529 | 5.6 | 2.6 | 2.2 | i | 56 | 0.2 | -0.18 | -0.27 | -1.3 | -6% | -1.4% | 1 | 736 | i | 8 | 0 | 1273
- FC(F)(F)c1cccc(CN2CCCCCC2)c1
 : -0.4 | 1107 | 3.3 | 0.7 | 0.2 | i | 24 | 1.5 | -0.18 | 1.1 | -0.27 | 7% | 0.8% | -7 | 710 | i | 25 | -0.6 | 1202
- COc1ccc(-n2c(O)c(/C=N/NS(=O)(=O)c3ccc(C)c([N+](=O)[O-])c3)c3ccccc3c2=O)cc1OC
 : -0.1 | 1497 | 4.3 | 2.4 | 5.2 | i | 47 | -0.15 | -0.17 | 0.16 | 0.27 | 5% | -1.4% | . | . | i | 29 | 1.6 | 1519
- CCOC(=O)c1c(CC(C)C)csc1/N=C/C1C(=O)CC(C)(C)CC1=O
 : 0.6 | 1022 | 2.8 | 3.6 | 7.8 | i | 62 | -0.22 | -0.32 | 0.15 | -0.039 | -10% | 1.4% | 12 | 687 | i | -10 | 1.2 | 972
- Cc1cc(C(=O)NNC(=O)c2cccc(Cl)c2)no1
 : 5.7 | 976 | . | . | . | i | 12 | 1.4 | -0.29 | 0.63 | -0.39 | -9% | . | 1 | 697 | . | . | -0.22 | 1293
- O=C(NCc1cccs1)Nc1ccc2c(c1)OCO2
 : -1.6 | 1070 | 8.8 | 0.0 | 98 | i | 16 | 1 | -0.2 | 0.8 | 1.8 | 13% | -0.4% | -23 | 586 | i | 4 | 0.04 | 1795
- O=C(O)[C@H](Cc1ccccc1)NC(=O)N1CCN(c2ccc(F)cc2)CC1
 : 1.1 | 1372 | . | . | . | i | 12 | 0.011 | -0.22 | 0.17 | -0.14 | -6% | . | 25 | 747 | . | . | -0.28 | 1038
- CCOC(=O)c1c(NC(C)=O)no[n+]1[O-]
 : 0.5 | 1087 | 3.0 | 2.2 | 4.9 | i | 37 | -0.053 | -0.2 | 0.53 | 0.27 | 7% | -2.0% | -12 | 685 | i | 16 | 0.71 | 1153
- Clc1ccc(CON/C=N/c2ncnc3sccc23)cc1
 : -0.2 | 1350 | 1.3 | 1.8 | 7.9 | i | 15 | -0.57 | -0.4 | -0.14 | 0.57 | 3% | 2.9% | . | . | i | 3 | -0.09 | 1480
- O=C(N/N=C/c1ccc2c(c1)OCO2)c1ccc(Cn2cc([N+](=O)[O-])cn2)o1
 : -4.0 | 544 | 4.3 | 3.6 | 6.0 | i | 9 | 0.16 | -0.19 | -0.22 | -0.16 | 6% | -1.2% | . | . | i | -6 | -0.16 | 1184
